Tau FP inhib – inhibitors of human tau fibril formation | K18 P301L tau heparin fibrillization, Alexa594 FP, 6 h | Potency, µM (doses to about 57.7 µM), for the others: at the highest dose activity, negative = inhibition, most hits filed as inhibitors | 280,000 compounds, 0.39% hits; further: potency means the concentration at half of the fitted maximal effect; on the % scale 0 is the no-effect control and ±100 the full control effect; nearly all actives have a fitted effect of over 55% in size
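K18 P301L tau (15 uM unlabeled/0.24 uM Alexa 594-labeled, final) + compound + heparin 20 uM final; 100 mM NaOAc pH 7; 6 hr 37 C; ThT 30 uM final added, 1 hr RT; FP ex 555/em 632 nm.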
Tau fluor cs – counter-screen for tau fibril formation inhibitors; tau K18 P301L (four-repeat tau fragment) Alexa594 fluorescence, heparin fibrillization; Potency, µM (titrated, usually from 57.7 µM), inactives show at the top dose activity change, negative = decrease; 280,000 compounds, 0.93% hits; further: potency means the concentration at half of the fitted maximal effect; on the % scale 0 is the no-effect control and ±100 the full control effect; nearly all actives have a fitted effect of over 55% in size
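Human K18 P301L tau (15 uM unlabeled plus 0.24 uM Alexa 594-labeled, final) in 100 mM sodium acetate pH 7 was mixed with compound and 20 uM heparin and incubated 6 hr at 37 C.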
TRb-SRC2 inh – TRbeta-SRC2 interaction inhibition; P10828; TRbeta-SRC2 peptide binding, fluorescence polarization; receptor liganded with 1 µM T3; Potency, µM (titrated, usually from 106 µM), for the others: at the top dose activity change, negative = inhibition, hits mostly inhibitors; 280,000 compounds, 0.065% hits; AID 1469;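 further: potency means the concentration at half of the fitted maximal effect; plate controls were bound peptide for no effect and peptide without receptor for full effect; nearly all actives have a fitted effect of over 50% in size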
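A fluorescence polarization screen tested compounds at multiple concentrations against complex formation between 0.6 uM TRb ligand-binding domain and 20 nM Texas Red SRC2 peptide, with 1 uM T3 present; readout after 5 hr.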
NPSR antagonist – blocks cAMP signaling of the human neuropeptide S receptor; Q6W5P4; CHO-NPSR cells, cAMP TR-FRET, antagonist mode; Potency, µM (highest dose often 38.3 µM), inactives show at the highest dose activity change, negative = inhibition, usual class: inhibitors; 220,000 compounds, 1% hits; AID 1461; further: potency means the concentration at half of the fitted maximal effect; on the % scale 0 is the no-effect control and ±100 the full control effect; nearly all actives have a fitted effect of over 50% in size; many of its hits are not listed in these tables
Target sequence (Q6W5P4 whole entry, looked up): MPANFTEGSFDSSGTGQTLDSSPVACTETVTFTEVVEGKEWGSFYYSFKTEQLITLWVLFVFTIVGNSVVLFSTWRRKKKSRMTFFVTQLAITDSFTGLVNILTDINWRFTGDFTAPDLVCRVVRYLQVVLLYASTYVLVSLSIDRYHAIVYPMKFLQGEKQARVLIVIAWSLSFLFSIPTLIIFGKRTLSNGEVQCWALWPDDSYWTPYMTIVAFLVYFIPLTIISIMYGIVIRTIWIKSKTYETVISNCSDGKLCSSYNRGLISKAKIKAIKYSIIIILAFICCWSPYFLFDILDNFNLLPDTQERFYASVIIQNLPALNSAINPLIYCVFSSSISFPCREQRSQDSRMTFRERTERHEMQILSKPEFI
Epigenetic derep – regulators of epigenetic silencing causing reporter derepression in mouse cells; 280,000 compounds, 0.2% hits; murine LDR cells, GFP reporter derepression, 30 h; Potency, µM (series often up to 53.9 µM), for the others: top-dose GFP activation, hits mostly activators; AID 1865; further: potency means the concentration at half of the fitted maximal effect; % of control where 0% means no effect; nearly all actives have a fitted effect of over 60% in size
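Reporter derepression read as number of fluorescent GFP-positive objects, 20-120 um in size, counted by laser-scanning cytometer. Mouse LDR line with an epigenetically silenced CMV-GFP locus; compound incubation 30 h, 37 C.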
TexasRed fluor – counter-screen for TRb-SRC2 inhibitors: fluorescence interference | TRb/SRC2 Texas Red total fluorescence interference | Potency, µM (titrated, usually from 106 µM), for inactives: top-dose fluorescence change, negative = quenching | 280,000 compounds, 0.29% hits | AID 1479; active means well fitted curve in either direction with a large enough effect; inconclusive means small, poorly fitted or top-dose-only effect; further: potency means the concentration at half of the fitted maximal effect; on the % scale 0 is the no-effect control and ±100 the full control effect
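Human TRb ligand-binding domain at 0.6 uM with 20 nM Texas Red SRC2 peptide in Tris buffer containing 1 uM T3 and 5% DMSO, incubated with compound 5 h at ambient temperature. Total fluorescence (555/632 nm) calculated as parallel + 2 × perpendicular.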
CBFb-RUNX1 inh – inhibitors of human CBF-beta and RUNX1 interaction | Q01196+Q13951 | 230,000 tested, under 10 active | AlphaScreen CBFb-His/RUNX1-biotin binding, biochemical | AID 1477 | Potency, µM (titrated, usually from 59.8 µM), for inactives: top-dose activity, negative = inhibition, hits mostly inhibitors; further: % of control where 0% means no effect
Target sequence (Q01196 whole entry, looked up): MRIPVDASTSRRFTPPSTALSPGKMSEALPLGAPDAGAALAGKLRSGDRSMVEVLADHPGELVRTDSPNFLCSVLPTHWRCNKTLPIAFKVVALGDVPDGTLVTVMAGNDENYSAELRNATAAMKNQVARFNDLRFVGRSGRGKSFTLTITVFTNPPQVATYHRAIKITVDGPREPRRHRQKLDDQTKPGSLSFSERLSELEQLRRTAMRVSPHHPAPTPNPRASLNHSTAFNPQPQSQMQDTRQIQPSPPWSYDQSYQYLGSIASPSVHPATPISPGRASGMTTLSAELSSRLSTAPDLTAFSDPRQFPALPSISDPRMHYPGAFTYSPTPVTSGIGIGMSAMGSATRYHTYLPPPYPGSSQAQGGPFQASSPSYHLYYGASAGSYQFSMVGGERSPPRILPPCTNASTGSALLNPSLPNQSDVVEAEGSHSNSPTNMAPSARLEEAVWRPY
Target sequence (Q13951 whole entry, looked up): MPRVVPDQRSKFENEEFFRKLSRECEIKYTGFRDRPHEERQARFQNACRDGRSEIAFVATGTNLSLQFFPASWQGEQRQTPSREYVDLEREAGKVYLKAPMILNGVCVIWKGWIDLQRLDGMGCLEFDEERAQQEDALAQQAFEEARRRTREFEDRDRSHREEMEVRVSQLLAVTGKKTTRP
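Room-temperature protein-protein interaction test with 30 nM each of His-tagged CBF-beta and biotinylated RUNX1, 15 min with compound, then 90 min with nickel plus streptavidin beads. Signal read in AlphaScreen mode.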
GLA spleen mod – inhibits or activates alpha-galactosidase in human spleen homogenate. human spleen homogenate, 4MU-alpha-Gal fluorescence, 40 min. 240,000 compounds, 0.008% hits. AID 2107. Potency, µM (top dose mostly 80 µM), for the others: top-dose activity change, negative = inhibition, usual class: inhibitors. P06280;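 further: potency means the concentration at half of the fitted maximal effect; 0% = enzyme with vehicle and -100% = no enzyme basal signal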
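Inhibition or activation of alpha-galactosidase in human spleen homogenate is scored by 4-MU fluorescence after 40 min at 37C, pH 5.0, with 1 mM substrate. AC50s come from concentration-response fitted to the Hill equation.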
Numbers without * were called inactive; ? = inconclusive; / = no result given; [ ] = another dose, or the depositor's remark. Unless noted, the call rests on the fitted dose curve; in most records, active means well fitted curve in the direction sought with a large enough effect; inconclusive means small, poorly fitted or top-dose-only effect, or another doubt; inactive means no such curve, though single readings can be large; an effect the other way counts as inactive or inconclusive. A portion of the library; rates above refer to the full screens.

molecule	CBFb-RUNX1 inh	Tau fluor cs	TRb-SRC2 inh	GLA spleen mod	Epigenetic derep	TexasRed fluor	NPSR antagonist	Tau FP inhib
Cc1onc(-c2c(Cl)cccc2Cl)c1NC(=O)NC1CCSC1 (stereo not given)	1%	-6%	-6%	-1%	0.1%	-5%	-3%	-1%
COc1cc(NC(=O)C2CCC(CNc3c(N4CCCCC4)c(=O)c3=O)CC2)cc(OC)c1 (stereo not given)	7%	-23%	10%	5%	0.0%	0%	-4%[46.1 µM]	-2%
O=C1C2CC=CCC2C(=O)N1n1cnnc1 (stereo not given)	1%	4%	1%	-8%	-1.0%	-1%	8%	7%
CCNc1nc(NCC)nc(OCCOC(=O)COc2ccc(Cl)cc2Cl)n1	12%	-8%	-10%	-25%	-1.0%	-2%	-10%[46.1 µM]	5%
COc1ccc(CN=C(Nc2ccccc2)SC2CC(=O)N(C)C2=O)cc1 (stereo not given)	6%	-6%	8%	-9%	7.9%	-2%	-9%	0%
Cc1ccccc1CNC(=O)C(=O)NCC(c1cccs1)S(=O)(=O)c1ccc(Cl)cc1 (stereo not given)	/	-19%	-2%	/	0.5%	0%	/	-10%
COc1ccc(C2=NC3(CCCCC3)N(CC(=O)Nc3ccc(C(C)C)cc3)C2=O)cc1	/	-23%	4%	/	-4.1%	1%	/	?
O=C1ON=C(c2ccc(Cl)cc2)/C1=C/c1ccc(O)cc1	?	-21%	-2%	?	5.4%	-5%	6.3µM*	3%
COc1ccc(S(=O)(=O)NCCOc2ccccc2)cc1OC	10%	12%	-21%	15%	-7.9%	2%	?	-1%
CCC/C=N/NC(=O)c1[nH]c2c([N+](=O)[O-])cccc2c1C	4%	-15%	-2%	1%	-1.0%	0%	2%	5%
Nc1cc(=O)[nH]c(SCC(=O)Nc2cc(Cl)cc(Cl)c2)n1	5%	-20%	-6%	5%	2.2%	0%	-6%[46.1 µM]	-10%
CC(C)CCNC(=O)NC(=O)COC(=O)C1CCN(S(=O)(=O)c2ccccc2F)CC1	1%	-10%	5%	-13%	2.6%	9%	-4%[46.1 µM]	0%
CCc1noc(C)c1C(=O)Nc1nc(-c2cc(C)ccc2C)c(C)s1	-1%	4%	-4%	-3%	-1.2%	0%	-23%[46.1 µM]	2%
COC(=O)c1ccccc1NC(=O)NC1CC1	10%	2%	-3%	-21%	1.4%	-3%	11%	-7%
CC(NC(=O)COc1cc(=O)n(C)c2ccccc12)c1ccc2c(c1)OCCO2 (stereo not given)	-6%	-10%	-6%	-2%	2.3%	1%	-17%[46.1 µM]	-5%
Cc1ccccc1C(=O)NC1CCN(Cc2nnnn2C(C)(C)C)CC1	-15%	1%	-4%	12%	-1.1%	-4%	-10%	1%
OC(CSc1ccc(F)cc1)CN1CCN(c2ccccc2)CC1 (stereo not given)	-4%	-12%	-13%	-6%	-2.3%	-2%	-8%	1%
O=c1c2cc(Br)ccc2nc(-c2cccc(C(F)(F)F)c2)n1O	2%	-10%	-8%	9%	-2.3%	-1%	-10%[46.1 µM]	4%
CCOC(=O)N/N=C(\C)c1ccc(OC(F)F)cc1OC(F)F	1%	5%	3%	5%	0.0%	0%	12%	9%
COc1ccc(-c2nc(NC(=O)c3ccc(OCC(=O)Nc4ccc(F)cc4)c(OC)c3)sc2C)cc1	12%	-6%	-3%[53 µM]	-1%	0.0%	-1%[53 µM]	10µM*	-15%
COc1ccc2c(c1OC)C(=O)N1N=C(c3ccc(O)cc3)CC21 (stereo not given)	10%	-10%	0%	-5%	-0.9%	2%	-16%[46.1 µM]	-10%
O=C(NC(=S)Nc1ccc(N2CCCC2)cc1)c1ccccc1[N+](=O)[O-]	-19%	-20%	-5%	1%	0.0%	0%	-16%	5%
Cc1cccc(N2CCN(C(=O)c3ccc4nc[nH]c4c3)CC2)c1C	1%	4%	6%	4%	-0.9%	-1%	10%	-1%
Cc1ccc(-n2c(CNc3ccc(F)cc3)nnc2SCC(=O)NCc2ccco2)cc1	-8%	-11%	-2%	3%	1.0%	-6%	-15%[46.1 µM]	1%
COc1ccc(-c2nc3scc(CCNS(=O)(=O)c4ccc(NC(C)=O)cc4)n3n2)cc1	/	-10%	4%	/	1.8%	1%	/	-13%
O=C(Nc1ncn[nH]1)c1ccccc1Br	5%	-6%	2%	3%	0.0%	1%	16%	-2%
Cc1cc(C)c2nc(C)cc(Nc3ccc(C(=O)NCCO)cc3)c2c1	1%	-9%	7%	-3%	1.3%	0%	-12%	1%
CC(=O)NS(=O)(=O)c1ccc(NC(=O)CC(C)c2ccccc2)cc1 (stereo not given)	6%	-14%	2%	6%	2.6%	-1%	8%	-1%
CCc1ccc(-c2c(C)sc(NC(C)=O)c2C(N)=O)cc1	-3%	-13%	1%	2%	2.0%	-1%	3%[46.1 µM]	1%
Cc1nnc(SCC(=O)NCC2CCCCC2)n(N)c1=O	-6%	3%	-8%	-4%	-0.7%	1%	6%[46.1 µM]	0%
CCOc1ccc(C(=O)/C=C/c2cc(OC)c(OC)c(OC)c2)cc1	4%	-15%	-2%	4%	?	-4%	9%	-9%
O=C(CNC(=O)c1ccco1)NCC(=O)OCc1cccc(C(=O)Oc2ccccc2)c1	2%	-9%	4%	5%	-4.8%	1%	-10%[46.1 µM]	-3%
COc1ccc(Cn2c(CNC(=O)Cc3ccc(OC)c(OC)c3)nc3cccnc32)cc1	/	-11%	-8%	/	1.4%	-2%	/	-3%
Cn1c(SCc2ccccc2)nc(C(F)(F)F)cc1=O	8%	-6%	-5%	-12%	-0.1%	-1%	-10%	-5%
COc1ccccc1Cn1cc(C(=O)c2ccc(Cl)cc2)c(=O)c2ccccc21	/	-10%	7%	/	0.8%	5%	/	-1%
COc1ccc(CSc2nc(C)cc(C)c2C#N)cc1	4%	-22%	2%	7%	2.2%	-3%	-16%	-10%
Cc1cc(C)cc(NC(=S)NCc2ccc(S(N)(=O)=O)cc2)c1	-6%	-7%	1%	1%	-0.1%	-2%	-4%	-7%
O=C1c2cccc3cccc(c23)C(=O)N1CCN1CCN(C(=S)Nc2ccc(Cl)cc2)CC1	1%	-15%	-9%	0%	-1.0%	-1%	22%	-3%
O=S(=O)(c1ccc(Cl)cc1)c1snnc1-c1ccccc1	2%	-22%	2%	6%	-0.2%	-3%	?	-8%
Cc1cc2cc(CNC(=O)c3cccc([N+](=O)[O-])c3)ccc2n1C	5%	?	-1%	-8%	0.3%	-4%	-11%	?
O=C1CCCC2=C1C(c1cn(-c3ccccc3)nc1-c1cccs1)c1c([nH]c(=O)[nH]c1=O)N2 (stereo not given)	-9%	?	-5%	1%	0.3%	-2%	-2%[7.67 µM]	10%
COc1cc(C(=O)N(Cc2cccc(Cl)c2)C2CCS(=O)(=O)C2)cc(OC)c1OC (stereo not given)	8%	-7%	-14%	6%	-0.1%	1%	-15%[46.1 µM]	5%
Cc1cccc(CNC(=O)Cc2csc3ccccc23)c1	/	-10%	3%	/	15%	-1%	/	2%
O=C(NCc1ccco1)C1CC(=O)N(c2ccc(Cl)cc2)C1 (stereo not given)	4%	0%	-2%	4%	-3.4%	-1%	-1%	3%
Cc1cccc2cc(CN(CC3CCCO3)C(=S)NCc3ccco3)c(=O)[nH]c12 (stereo not given)	19%	-12%	3%	-9%	-3.2%	-5%	4%	-13%
CC(C)c1cc(O)c(-c2ccccc2)c(=O)n1-c1ccc(Cl)cc1	0%	-5%	3%	2%	13%	-1%	0%	-10%
Nn1c(-c2ccco2)n[nH]c1=S	4%	9%	-4%	-2%	-0.4%	3%	-6%[46.1 µM]	1%

Structures from the list above containing an NH in an aromatic ring, in the order listed:
molecule	CBFb-RUNX1 inh	Tau fluor cs	TRb-SRC2 inh	GLA spleen mod	Epigenetic derep	TexasRed fluor	NPSR antagonist	Tau FP inhib
CCC/C=N/NC(=O)c1[nH]c2c([N+](=O)[O-])cccc2c1C	4%	-15%	-2%	1%	-1.0%	0%	2%	5%
Nc1cc(=O)[nH]c(SCC(=O)Nc2cc(Cl)cc(Cl)c2)n1	5%	-20%	-6%	5%	2.2%	0%	-6%[46.1 µM]	-10%
Cc1cccc(N2CCN(C(=O)c3ccc4nc[nH]c4c3)CC2)c1C	1%	4%	6%	4%	-0.9%	-1%	10%	-1%
O=C(Nc1ncn[nH]1)c1ccccc1Br	5%	-6%	2%	3%	0.0%	1%	16%	-2%
O=C1CCCC2=C1C(c1cn(-c3ccccc3)nc1-c1cccs1)c1c([nH]c(=O)[nH]c1=O)N2 (stereo not given)	-9%	?	-5%	1%	0.3%	-2%	-2%[7.67 µM]	10%
Cc1cccc2cc(CN(CC3CCCO3)C(=S)NCc3ccco3)c(=O)[nH]c12 (stereo not given)	19%	-12%	3%	-9%	-3.2%	-5%	4%	-13%
Nn1c(-c2ccco2)n[nH]c1=S	4%	9%	-4%	-2%	-0.4%	3%	-6%[46.1 µM]	1%

Compound activity: PubChem, National Center for Advancing Translational Sciences (NCATS)
